Menin-MLL TR inh: inhibitors of human menin-MLL interaction, mutant MLL peptide; O00255; Menin + Texas Red MLL mutant peptide, fluorescence polarization; Potency, µM (series often up to 61.6 µM), for the others: at the highest dose FP activity change, negative = inhibition, actives largely listed as inhibitors; hit rate 0.23% among 270,000; AID 1768; active = well fitted inhibition curve with a large enough effect in the polarisation, with a control signal flat, not every such curve was filed as active; inconclusive = small, poorly fitted or top-dose-only effect, or effect the other way, or a change in a side signal; inactive = no such curve, though single readings can be large or run the other way; the % refers to the polarisation; also: potency is read from the fitted curve at half-maximal effect; % of control where 0% means no effect; many of its hits are not listed in these tables
hERG WT inh: inhibitors of human wildtype KCNH2 potassium channel; Q12809; U2OS, BacMam KCNH2, thallium flux FluxOr; stronger effect = lower value; activity change, % at 1.84 µM; hit rate 0.37% among 340,000;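 active = maximum activity change below -70%; inconclusive = maximum activity change between -70% and -50%; inactive = maximum activity change above -50%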; also: % is scaled to controls: 0 for no effect and ±100 for the full control effect
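U2OS cells were transduced with wild-type KCNH2 virus (2.03 x 10^8 / mL) for 4 h at room temperature, then cultured overnight at 37 C. Thallium flux was read with FluxOr dye. Rate constants were normalized to DMSO controls.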
USP2a block: USP2a (human) protease inhibition | O75604 | USP2 core, Ub-CHOP2 coupled fluorogenic reporter, 485/531 | Potency, µM (series often up to 38.3 µM), inactives show top-dose activity change, negative = inhibition, hits mostly inhibitors | hit rate 0.01% among 330,000 | AID 463254;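 also: potency is read from the fitted curve at half-maximal effect; plate controls were DMSO wells for no effect and full inhibition by NEM control for full effect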
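Deubiquitinase activity read as fluorescence (485/531 nm) after Ub-CHOP2 cleavage activates the enterokinase reporter on its substrate; USP2 core 10nM, Ub-CHOP2 and substrate 25nM each, 30min compound preincubation then 60min RT; data normalized to NEM, curves fitted.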
PKM2 act: activators of human pyruvate kinase M2. P14618. purified PKM2, Kinase-Glo ATP luminescence, activation; response scale: 0% is enzyme alone, no compound. Potency, µM (top dose mostly 57.5 µM), without a hit: at the top dose activation, most hits filed as activators. hit rate 0.34% among 260,000; also: potency is read from the fitted curve at half-maximal effect; % is scaled to controls: 0 for no effect and ±100 for the full control effect; nearly all actives have a fitted effect of over 55% in size
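ATP formation by purified human PK-M2, quantified via coupled luciferase luminescence after 1 h at room temperature with 0.1 mM ADP and 0.5 mM PEP final.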
B2AR arrestin: beta2AR (human) beta-arrestin recruitment activity; hit rate 0.02% among 330,000; AID 492947; P07550; Potency, µM (top dose mostly 46.1 µM), for the others: at the top dose activation, actives largely listed as activators; beta-arrestin recruitment to beta2AR, cell-based reporter;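 also: potency is read from the fitted curve at half-maximal effect; 0% = DMSO controls and full agonism = EC100 isoproterenol or metaproterenol; nearly all actives have a fitted effect of over 65% in size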
FBPA coupling cs: counter-screen for Giardia aldolase inhibitors: coupling enzyme system; hit rate 0.67% among 290,000; AID 2472; activity change, negative = inhibition, % at 58.2 µM, hits read low; coupling enzyme system counterscreen, AmpLite Red fluorescence; in the data active = activity change below about -30%; also: % is scaled to controls: 0 for no effect and ±100 for the full control effect
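First, compound is pin-transferred into glyceraldehyde-3-phosphate coupling-enzyme reagent at 57.5 uM final and held 10 min at RT. Next, substrate, coupling system and AmpLite Red are added. After 20 min RT, fluorescence (525/598 nm) is read.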
GALK inh: galactokinase (human) inhibition; hit rate 0.007% among 270,000; Purified GALK, Kinase-Glo residual ATP luminescence; Potency, µM (doses to about 57.5 µM), for the others: top-dose activity change, negative = inhibition, actives largely listed as inhibitors; P51570; also: potency is read from the fitted curve at half-maximal effect; % is scaled to controls: 0 for no effect and ±100 for the full control effect
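The enzyme phosphorylates galactose (100 uM) using ATP (35 uM); inhibition is detected as higher residual ATP, quantified by bioluminescence after 1 h reaction at room temperature, pH 8.0.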
TRPV1 ag: agonists of human vanilloid receptor 1 (TRPV1); Q8NER1; TRPV1-expressing cells, Fluo-8 calcium influx, agonist mode; activation, % at 8.33 µM; hit rate 0.19% among 320,000; AID 540275; in the data active = activation above about 80%; inconclusive = between about 30% and that limit; also: 0% is about no effect
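Fluo-8 calcium influx in TRPV1-expressing cells, kinetic read (ex 480/em 520 nm). Compound added and read 3 min for agonist activity, followed by capsaicin at EC20 final and 2 min further read for enhancement.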
Giardia killer: Giardia lamblia killing; Giardia lamblia trophozoite viability; activity change, % at 7.66 µM, hits read low; hit rate 0.15% among 340,000; AID 540267; in the data active = activity change below about -80%; inconclusive = between about -30% and that limit;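 also: parasites exposed to compound for two days anaerobically before the ATP read; % is scaled to controls: 0 for no effect and ±100 for the full control effect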
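Anaerobic 48 hrs incubation at 37 deg C of 100 trophozoites/well with test compounds; ATPLite 1-Step luminescence, 15-30 min RT, reports cellular ATP as viability.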
KCNH2 3.1 inh: inhibitors of human KCNH2 3.1 potassium channel isoform. activity change, % (tested at about 1.8 µM). hit rate 0.95% among 340,000. U2OS KCNH2 3.1, thallium flux FluxOr; stronger effect = lower value;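 active = maximum activity change below -70%; inconclusive = maximum activity change from -70% to -50%; inactive = maximum activity change above -50%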;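 also: thallium influx rate constant from kinetic fluorescence after stimulation buffer; % is scaled to controls: 0 for no effect and ±100 for the full control effect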
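Steps: virus added to U2OS suspension (4 h, RT, dark); medium with 10% FBS added, cells plated, 37 C overnight; FluxOr/Red40 loading buffer 45 min RT; stimulation buffer, 2 min kinetic read; rate constant normalized.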
MLL CXXC-DNA inh: blocks binding of human MLL CXXC domain to DNA; hit rate 0.037% among 290,000; MLL-CXXC / FITC-HOXA9 DNA fluorescence polarization; Potency, µM (titrated, usually from 115 µM), for the others: at the highest dose activity change, negative = inhibition, hits mostly inhibitors; active = well fitted inhibition curve with a large enough effect in the polarisation, with a control signal flat, not every such curve was filed as active; inconclusive = small, poorly fitted or top-dose-only effect, or effect the other way, or a change in a side signal; inactive = no such curve, though single readings can be large or run the other way; the % refers to the polarisation; also: potency is read from the fitted curve at half-maximal effect
Target sequence (Q03164 whole entry, looked up, the tested form may be a part): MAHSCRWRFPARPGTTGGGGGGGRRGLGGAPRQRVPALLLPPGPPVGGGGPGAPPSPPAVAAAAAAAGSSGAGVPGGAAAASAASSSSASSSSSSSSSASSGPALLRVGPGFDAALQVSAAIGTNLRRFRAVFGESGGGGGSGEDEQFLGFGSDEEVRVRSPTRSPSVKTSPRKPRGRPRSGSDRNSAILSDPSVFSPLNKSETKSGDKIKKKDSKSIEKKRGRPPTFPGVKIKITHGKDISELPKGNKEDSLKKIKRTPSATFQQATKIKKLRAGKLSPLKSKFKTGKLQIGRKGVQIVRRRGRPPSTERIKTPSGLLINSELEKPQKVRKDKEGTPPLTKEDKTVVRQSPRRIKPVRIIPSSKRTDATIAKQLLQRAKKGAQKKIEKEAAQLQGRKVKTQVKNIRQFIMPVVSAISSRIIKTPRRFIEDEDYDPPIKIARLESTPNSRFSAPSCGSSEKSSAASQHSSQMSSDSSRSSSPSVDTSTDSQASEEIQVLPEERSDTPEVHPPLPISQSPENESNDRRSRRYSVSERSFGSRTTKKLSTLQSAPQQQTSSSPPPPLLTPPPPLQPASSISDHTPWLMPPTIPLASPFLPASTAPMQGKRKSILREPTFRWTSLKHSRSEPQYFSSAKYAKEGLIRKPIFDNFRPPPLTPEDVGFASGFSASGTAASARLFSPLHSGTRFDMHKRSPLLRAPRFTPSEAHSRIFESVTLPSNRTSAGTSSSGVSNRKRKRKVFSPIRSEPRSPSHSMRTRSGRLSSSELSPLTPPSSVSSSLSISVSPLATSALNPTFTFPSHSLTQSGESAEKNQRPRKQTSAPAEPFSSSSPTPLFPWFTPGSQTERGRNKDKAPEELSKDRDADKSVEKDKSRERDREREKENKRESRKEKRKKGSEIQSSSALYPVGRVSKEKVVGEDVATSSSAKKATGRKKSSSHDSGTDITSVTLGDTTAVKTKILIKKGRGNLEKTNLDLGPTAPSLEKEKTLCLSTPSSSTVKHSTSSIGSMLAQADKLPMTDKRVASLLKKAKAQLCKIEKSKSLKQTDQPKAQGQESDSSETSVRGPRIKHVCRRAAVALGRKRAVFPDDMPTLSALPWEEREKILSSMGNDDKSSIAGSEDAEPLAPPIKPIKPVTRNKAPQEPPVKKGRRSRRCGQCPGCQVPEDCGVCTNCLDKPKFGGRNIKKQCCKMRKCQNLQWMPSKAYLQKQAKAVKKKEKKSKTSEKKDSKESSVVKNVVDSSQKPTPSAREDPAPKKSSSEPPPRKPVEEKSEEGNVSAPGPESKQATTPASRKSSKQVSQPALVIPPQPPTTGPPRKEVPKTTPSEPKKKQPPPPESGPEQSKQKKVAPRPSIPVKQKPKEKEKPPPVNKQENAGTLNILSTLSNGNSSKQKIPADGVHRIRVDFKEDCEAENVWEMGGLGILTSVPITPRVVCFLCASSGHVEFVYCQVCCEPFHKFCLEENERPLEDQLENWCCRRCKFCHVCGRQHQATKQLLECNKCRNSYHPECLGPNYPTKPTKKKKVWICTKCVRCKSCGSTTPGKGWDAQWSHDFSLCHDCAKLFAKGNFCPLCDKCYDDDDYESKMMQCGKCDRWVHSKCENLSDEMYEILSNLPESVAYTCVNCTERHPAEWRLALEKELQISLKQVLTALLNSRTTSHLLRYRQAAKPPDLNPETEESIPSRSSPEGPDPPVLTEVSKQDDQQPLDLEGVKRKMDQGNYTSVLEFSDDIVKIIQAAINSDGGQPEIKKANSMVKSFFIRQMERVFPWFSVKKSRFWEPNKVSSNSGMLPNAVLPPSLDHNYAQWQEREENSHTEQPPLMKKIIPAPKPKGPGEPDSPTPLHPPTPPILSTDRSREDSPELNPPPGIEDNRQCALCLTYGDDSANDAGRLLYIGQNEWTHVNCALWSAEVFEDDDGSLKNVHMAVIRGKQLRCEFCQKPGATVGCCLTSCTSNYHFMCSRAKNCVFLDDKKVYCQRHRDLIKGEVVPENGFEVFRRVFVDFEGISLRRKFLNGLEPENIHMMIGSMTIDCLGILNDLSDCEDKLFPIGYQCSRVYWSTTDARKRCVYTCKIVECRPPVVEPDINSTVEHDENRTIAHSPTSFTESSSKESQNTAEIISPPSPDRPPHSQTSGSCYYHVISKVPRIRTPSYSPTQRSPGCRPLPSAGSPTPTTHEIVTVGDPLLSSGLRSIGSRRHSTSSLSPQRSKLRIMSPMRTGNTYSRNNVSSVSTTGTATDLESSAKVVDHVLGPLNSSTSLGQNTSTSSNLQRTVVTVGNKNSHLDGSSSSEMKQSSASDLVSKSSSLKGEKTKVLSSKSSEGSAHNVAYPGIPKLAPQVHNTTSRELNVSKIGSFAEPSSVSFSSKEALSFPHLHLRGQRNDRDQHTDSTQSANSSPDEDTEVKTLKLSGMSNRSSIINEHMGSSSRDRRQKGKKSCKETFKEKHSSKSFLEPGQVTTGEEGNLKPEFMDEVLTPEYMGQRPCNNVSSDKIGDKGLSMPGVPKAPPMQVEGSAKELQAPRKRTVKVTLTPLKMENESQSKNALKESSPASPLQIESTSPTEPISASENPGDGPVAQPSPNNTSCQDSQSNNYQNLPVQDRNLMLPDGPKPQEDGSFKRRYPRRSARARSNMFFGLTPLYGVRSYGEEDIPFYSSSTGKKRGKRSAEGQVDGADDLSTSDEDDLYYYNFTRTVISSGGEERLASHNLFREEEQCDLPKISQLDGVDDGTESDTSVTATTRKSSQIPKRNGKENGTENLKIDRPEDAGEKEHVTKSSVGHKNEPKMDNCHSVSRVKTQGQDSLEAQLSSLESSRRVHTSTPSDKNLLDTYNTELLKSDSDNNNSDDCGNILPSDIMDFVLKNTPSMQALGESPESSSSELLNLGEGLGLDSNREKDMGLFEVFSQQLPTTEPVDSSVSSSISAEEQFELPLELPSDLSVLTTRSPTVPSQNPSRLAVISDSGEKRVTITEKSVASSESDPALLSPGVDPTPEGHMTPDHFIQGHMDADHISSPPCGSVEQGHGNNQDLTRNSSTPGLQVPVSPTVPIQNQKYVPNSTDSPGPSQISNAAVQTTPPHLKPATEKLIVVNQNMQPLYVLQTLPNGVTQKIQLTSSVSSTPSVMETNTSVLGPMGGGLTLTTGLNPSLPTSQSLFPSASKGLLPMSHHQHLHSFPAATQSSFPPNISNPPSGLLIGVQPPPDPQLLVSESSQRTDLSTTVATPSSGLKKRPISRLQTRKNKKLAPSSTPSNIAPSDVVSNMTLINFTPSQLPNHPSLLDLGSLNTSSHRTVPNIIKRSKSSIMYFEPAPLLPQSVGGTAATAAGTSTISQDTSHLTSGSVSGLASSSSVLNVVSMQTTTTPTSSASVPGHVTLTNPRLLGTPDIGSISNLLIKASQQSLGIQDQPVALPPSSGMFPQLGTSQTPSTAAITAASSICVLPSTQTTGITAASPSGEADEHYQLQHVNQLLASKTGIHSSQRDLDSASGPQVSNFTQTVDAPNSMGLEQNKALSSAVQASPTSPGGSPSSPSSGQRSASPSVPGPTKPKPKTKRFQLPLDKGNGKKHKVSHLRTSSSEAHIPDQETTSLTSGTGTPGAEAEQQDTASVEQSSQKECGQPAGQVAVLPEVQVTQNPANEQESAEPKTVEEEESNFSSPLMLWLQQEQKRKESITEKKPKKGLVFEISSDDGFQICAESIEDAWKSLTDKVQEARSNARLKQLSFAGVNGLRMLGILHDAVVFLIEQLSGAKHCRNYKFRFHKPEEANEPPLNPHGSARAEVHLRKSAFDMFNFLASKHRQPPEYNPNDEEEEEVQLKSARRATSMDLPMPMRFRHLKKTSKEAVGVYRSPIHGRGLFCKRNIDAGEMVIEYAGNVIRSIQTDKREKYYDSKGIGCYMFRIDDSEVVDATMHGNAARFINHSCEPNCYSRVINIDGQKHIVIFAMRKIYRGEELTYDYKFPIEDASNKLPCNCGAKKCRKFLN
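Steps: dispense CXXC domain solution (7 uM) → pin compounds or unlabeled HOX-A9 DNA control → 5 min ambient → add FLSN-HOX-A9 solution (50 nM) → spin → 30 min ambient → fluorescence polarization. Tris pH 7.5/NaCl/DTT/BSA buffer.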
Numbers without * were called inactive; ? = inconclusive; / = not tested or not shown; & = joins results of further samples; [ ] = another dose, or the depositor's remark. Unless noted, calls follow the shape of the dose curve; as a rule, active = well fitted curve in the direction sought with a large enough effect; inconclusive = small, poorly fitted or top-dose-only effect, or another doubt; inactive = no such curve, though single readings can be large; an effect the other way counts as inactive or inconclusive. The list is partial, so the mix of outcomes need not match the whole.

SMILES	Menin-MLL TR inh	hERG WT inh	USP2a block	PKM2 act	B2AR arrestin	FBPA coupling cs	GALK inh	TRPV1 ag	Giardia killer	KCNH2 3.1 inh	MLL CXXC-DNA inh
C/C(=N/Nc1ncc(Br)cn1)c1ccc(Br)cc1	?	-9	2%	2%	-0.4%	-1	0%	0	-11	-3	1%
Cc1[nH]c2ccccc2c1-c1nc2ccccc2[nH]1	?	5	2%	5%	-0.5%	-7	2%	-1	-3	-10	-1%
CC(=O)c1ccc(-n2c(CCC(=O)O)ccc2-c2ccc(Cl)cc2)cc1	17%	6	2%	/	0.4%	15	/	-3	-14	3	-4%
CSc1ccccc1OCc1cc(C(=O)N(C)CCn2nc(C)cc2C)no1	/	-7	0%	/	-0.1%	/	8%	2	-3	-14	-8%
Cc1ccccc1C(=O)NC(=S)Nc1ccc2[nH]c(=O)[nH]c2c1	1%	2	3%	1%	0.1%	-2	0%	8	?	0	8%
COc1ccc(-c2cc(C(F)(F)F)nc(SCC(=O)Nc3ccc4c(c3)OCO4)n2)cc1OC	-8%	1	-1%	0%	-2.7%	0	-2%	-1	1	-15	3%
CCCCN(CC)S(=O)(=O)c1ccc2c(c1)n(C)c(=O)c(=O)n2C	/	8	4%	-4%	-0.9%	2	5%	-1	-17	-1	-1%
CC(=O)C1=C(O)C(=O)N(c2ccc(Br)cn2)C1c1ccc(Br)cc1 (stereo unspecified)	/	7	2%	-1%	6.4%	2	4%	6	21	-16	5%
CCOC(=O)C1=C(N)n2c(s/c(=C\c3cccs3)c2=O)=C(C(=O)OCC)C1c1cccs1 (stereo unspecified)	27%	2	-1%	-11%	-0.2%	1	-3%	1	4	-9	-8%
C1CCc2nnc(-c3nnc4n3CCCCC4)n2CC1	0%	-7	-1%	-6%	-0.4%	-1	0%	0	-9	-21	3%
CCCCCn1c(N2CCCC2)nc2c1c(=O)n(C)c(=O)n2C	-12%	-2	-1%	1%[11.5 µM]	-0.7%	1	-1%	1	18	4	4%
O=C(NCCCN1CCOCC1)c1cc2c([nH]c3ccccc32)c(-c2cccc(Br)c2)n1	19%	4	1%	0%	0.3%	-1	/	18	25	-10	36%[activator]
Cc1ccc(-n2c(O)c(/C=N/n3cnnc3)c3ccccc3c2=O)cc1	?	2&1	-1%&0%	-8%&25%	-0.1%&-0.4%	-3&-14	-1%&-5%	-5&-7	-11&3	3&9	7%&4%
COc1ccc2cc(C(=O)C3CCCN(C(=O)CCc4ccccn4)C3)ccc2c1 (stereo unspecified)	-17%	2	-1%	12%	0.8%	1	-1%	11	-9	-8	-5%
CC(=O)Nc1ccc(SCc2csc(C)n2)cc1	4%	-4	-2%	-3%	0.4%	-2	-2%	2	-7	19	5%
CC(C)Nc1nnc(Sc2ccc(Cl)cc2[N+](=O)[O-])s1	7%	-2	2%	-17%	-1.1%	-1	-1%	28	-24	-10	-10%
COc1ccc(CCNC(=O)CNS(=O)(=O)c2ccc(Br)s2)cc1OC	8%	5	-1%	-3%	-3.6%	3	2%	3	-9	-1	-5%
COc1ccc(CN2CCN(Cc3ccc4ccccc4c3)CC2)cc1OC	?	-12	-1%	/	-0.6%	0	-3%	7	-20	-88*	3%
CCN1C(C#N)=C(C#N)N=C(C)CC1(C)C	-4%	-3	-1%	5%	-0.4%	2	1%	3	-7	-5	41%
C=C(C)C1Cc2cc3ccc(=O)oc3cc2O1 (stereo unspecified)	3%	-14	2%	4%	-1.2%	-1	1%	10	-1	-10	6%
Cc1ccc(S(=O)(=O)N2CCCCC2)cc1NC(=O)Cn1cnc2c1c(=O)n(C)c(=O)n2C	/	1	3%	/	-0.2%	/	/	2	2	-13	/
O=C(Cc1ccc(F)cc1)Nc1cccc(-c2cn3c(n2)SCC3)c1	0%	6	2%	12%	0.1%	1	4%	21	18	7	-6%
CCCCc1ccc(S(=O)(=O)Nc2nnc(C)s2)cc1	-17%	-6	-7%	-5%	-0.3%	4	4%	6	-4	-1	-19%
O=C(O)CCNc1nc(-c2ccccc2)nc2ccccc12	-4%	3	2%	-4%	-0.6%	3	-3%	0	12	-2	-5%
O=c1[nH]c2sc3c(c2c(=O)n1Cc1ccccc1)CCC3	8%	-7	0%	-1%	-0.5%	2	-2%	6	3	2	-9%
O=C(c1ccco1)N1CCN(CC(O)COc2ccc3oc4ccccc4c3c2)CC1 (stereo unspecified)	-9%	17	2%	-4%	0.2%	0	-2%	5	1	-35	-5%
O=C(Cc1ccc(Cl)cc1)NCCc1cnc[nH]1	20%	-2	0%	/	-0.6%	4	4%	3	-10	-14	-4%
C/C(=N\NC(=O)c1ccc(O)cc1)c1cc2ccccc2o1	5%	4	-2%	6%	-0.2%	0	4%	5	-2	-5	-12%
COCCNC(=O)c1ccccc1NS(=O)(=O)c1ccc(Br)s1	-2%	0	1%	4%	-0.1%	9	1%	0	3	10	7%
O=c1c2ccccc2nc(/C=C/c2ccc([N+](=O)[O-])cc2)n1CCCO	19%	-1	0%	1%	0.0%	1	-5%	12	-6	-25	-1%
O=C(c1cc2c(s1)CCC2)N1C(=O)c2ccccc2S1(=O)=O	1%	12	2%	-2%	0.1%	-2	7%	-3	2	-4	39%[activator]
NS(=O)(=O)c1cccc(NC(=O)CC(NC(=O)c2ccccc2Cl)c2ccccc2)c1 (stereo unspecified)	-22%	-27	1%	/	-0.8%	3	-2%	?	14	1	5%
Cc1ccc(-c2onc3ccc(C4(C)OCCO4)cc23)cc1	/	-9	2%	-5%	-0.7%	3	-1%	?	-1	1	-1%
COc1cccc(-n2nnc3c(=O)n(CC(=O)Nc4ccccc4C)cnc32)c1	-9%	-9	-1%	5%	-0.2%	2	9%	-3	1	-31	6%
Brc1ccc(NCc2cccc3ccccc23)nc1	?	1	2%	7%	-0.1%	-4	-2%	7	-26	-13	7%
O=C(CSc1nc(-c2ccccc2)c(-c2ccccc2)[nH]1)NCc1ccco1	4%	-6	0%	9%	0.4%	3	0%	16	-12	-1	-1%
CCOC(=O)c1coc(CNC(=O)c2c(C)oc3c2CCCC3)c1	-6%	0	-1%	1%	-0.8%	0	1%	5	-4	-1	9%
CS(=O)(=O)N(Cc1ccccc1)c1ccc(C(=O)N2CCN(c3cccc(Cl)c3)CC2)cc1	-18%	10	-5%	-1%	-0.6%	-1	1%	5	-4	-14	6%
COc1ccc(S(=O)(=O)N2CCCCC2)cc1NC(=O)c1ccc(N2CCCC2=O)cc1	/	-14	1%	/	0.3%	/	/	-3	-14	-5	/
Cc1ccccc1OCC(=O)Nc1nnc(-c2ccco2)s1	/	-5	2%	10%	-0.1%	1	-5%	/	9	1	-1%
NC(=O)COc1ccc(/C=N/NS(=O)(=O)c2ccccc2)cc1	0%	2	1%	-7%	-0.1%	2	3%	4	-13	16	-16%
O=C(O)c1ccc2oc(=O)c(S(=O)(=O)c3ccc(F)cc3)cc2c1	17%	-6	1%	/	-0.8%	7	3%	2	7	-5	1%
COC(=O)c1cccc(NC(=O)CSc2nnc(C)n2C)c1	?	2	-3%	1%	-0.4%	0	4%	-2	?	11	0%
CC(=O)c1cc(CN2CCN(Cc3ccc(C)cc3)C(CCO)C2)cs1 (stereo unspecified)	-1%	53	4%	1%	-0.8%	-2	2%	2	19	-13	-1%
CCOc1ccc(CN(C)C(=O)c2ccc(NS(=O)(=O)c3ccc4[nH]c(=O)[nH]c4c3)cc2)cc1	/	-4	0%	/	0.3%	/	/	-3	4	0	/
COc1ccccc1NC(=S)N1CCN(C(=O)c2ccco2)CC1	34%[activator]	-1	3%	-2%	-0.2%	0	3%	6	3	3	9%
O=C(c1ccccc1)c1ccccc1NC(=O)C1CCCN1Cc1ccccc1 (stereo unspecified)	/	-4	-1%	0%	-0.2%	0	-3%	?	6	14	-1%
CCOC(=O)C1CCCN(C(=O)c2cncc(Br)c2)C1 (stereo unspecified)	-9%	-9	-2%	0%	-2.4%	4	2%	-2	6	1	-2%
COC(=O)CCn1[nH]c(=O)c2ccccc2c1=O	6%	-1	2%	4%	-1.1%	-1	3%	-4	-1	6	1%
COC(=O)C1CCN(C(=O)c2ccc(Cl)c(S(=O)(=O)NCc3ccco3)c2)CC1	/	-1	0%	/	-1.0%	/	/	/	9	5	/
Cc1cccc(NC(=S)N(CCN2CCOCC2)Cc2cc3cc4c(cc3[nH]c2=O)OCCO4)c1	11%	-1	0%	?	0.1%	0	2%	?	28	-4	-14%
CCOC(=O)C1=C(COC(=O)[C@@H]2CCCN2S(=O)(=O)c2ccc(C)cc2)NC(=O)NC1C (stereo partly specified)	/	-3	2%	-6%	0.4%	/	-9%	-3	15	4	33%[activator]

Compound activity as filed in PubChem BioAssay.
